TR SRC2 fluor cs: Total Fluorescence Counterscreen for Inhibitors of the Interaction of Thyroid Hormone Receptor and Steroid Receptor Coregulator 2; Potency, µM (series often up to 106 µM), for the others: top-dose fluorescence change, negative = quenching; actives 0.29% (n = 280,000); TRb/SRC2 Texas Red total fluorescence interference; active means well fitted curve in either direction with a large enough effect; inconclusive means small, poorly fitted or top-dose-only effect; further: on the % scale 0 is the no-effect control and ±100 the full control effect
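Human TRb ligand-binding domain at 0.6 uM with 20 nM Texas Red SRC2 peptide in Tris buffer containing 1 uM T3 and 5% DMSO, incubated with compound 5 h at ambient temperature. Total fluorescence (555/632 nm) calculated as parallel + 2 × perpendicular.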
RECQ1 inh: qHTS Assay for Inhibitors of RecQ-Like Dna Helicase 1 (RECQ1); ATP-dependent DNA helicase Q1 (Homo sapiens), P46063; RECQ1 DNA unwinding, red fluorescence kinetic read; Potency, µM (titrated, usually from 57.3 µM), for inactives: at the top dose activity, negative = inhibition, most hits filed as inhibitors; actives 0.54% (n = 240,000); AID 2549, 2010;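 further: plate controls were vehicle for no effect and no enzyme for full effect; nearly all actives have a fitted effect of over 30% in size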
Target sequence (P46063 whole entry, looked up): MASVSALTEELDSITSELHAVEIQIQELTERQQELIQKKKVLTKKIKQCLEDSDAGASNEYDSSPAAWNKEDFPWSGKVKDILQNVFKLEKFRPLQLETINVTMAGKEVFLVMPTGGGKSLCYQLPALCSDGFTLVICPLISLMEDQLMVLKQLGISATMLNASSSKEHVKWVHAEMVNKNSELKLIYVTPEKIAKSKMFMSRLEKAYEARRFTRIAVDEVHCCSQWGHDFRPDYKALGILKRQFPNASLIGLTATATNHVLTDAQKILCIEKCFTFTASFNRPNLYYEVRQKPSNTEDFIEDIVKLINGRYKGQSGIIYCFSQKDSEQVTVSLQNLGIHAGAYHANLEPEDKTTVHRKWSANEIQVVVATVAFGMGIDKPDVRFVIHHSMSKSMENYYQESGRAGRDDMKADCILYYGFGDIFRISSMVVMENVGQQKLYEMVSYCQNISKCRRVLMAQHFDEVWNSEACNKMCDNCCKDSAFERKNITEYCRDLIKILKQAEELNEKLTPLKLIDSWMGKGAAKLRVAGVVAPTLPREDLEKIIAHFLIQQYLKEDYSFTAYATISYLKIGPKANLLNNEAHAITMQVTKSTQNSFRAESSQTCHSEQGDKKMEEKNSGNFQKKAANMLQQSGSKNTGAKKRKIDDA
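RECQ1T1 50 nM; forked duplex (20 bp + 30-nt ss tails) 200 nM, ATP 2 mM final; pH 8.0, 2 mM MgCl2, 2.5 ug/ml poly(dI-dC); 15 min compound preincubation; discontinuous kinetic read over 2 h at RT.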
L3MBTL1 inh: qHTS Assay for the Inhibitors of L3MBTL1. AID 485360, 2010. actives 0.66% (n = 230,000). Lethal(3)malignant brain tumor-like protein 1 (Homo sapiens), Q9Y468. Potency, µM (top dose mostly 57.1 µM), without a hit: at the top dose activity, negative = inhibition, hits mostly inhibitors. AlphaScreen L3MBTL1–H3K9me1 peptide binding; further: on the % scale 0 is the no-effect control and ±100 the full control effect; nearly all actives have a fitted effect of over 60% in size
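L3MBTL1 (50 nM) pre-complexed 30 min with biotinylated H3(1-15)K9me1 peptide (75 nM), then compounds added for 30 min at room temperature; AlphaScreen streptavidin donor/nickel chelate acceptor beads (10 ug/mL final) read after 30 min dark incubation.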
Tau fluor cs: Counterscreen qHTS for Inhibitors of Tau Fibril Formation, Fluorescence Polarization. tau K18 P301L Alexa594 fluorescence, heparin fibrillization. Potency, µM (top dose mostly 57.7 µM), for the others: at the top dose activity change, negative = decrease. actives 0.93% (n = 280,000). AID 1463, 2008; further: on the % scale 0 is the no-effect control and ±100 the full control effect; nearly all actives have a fitted effect of over 55% in size
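Human K18 P301L tau (15 uM unlabeled plus 0.24 uM Alexa 594-labeled, final) in 100 mM sodium acetate pH 7 was mixed with compound and 20 uM heparin and incubated 6 hr at 37 C.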
TRb-SRC2 inh: qHTS for Inhibitors of the Interaction of Thyroid Hormone Receptor and Steroid Receptor Coregulator 2. Potency, µM (titrated, usually from 106 µM), for the others: at the highest dose activity change, negative = inhibition, most hits filed as inhibitors. TRbeta-SRC2 peptide binding, fluorescence polarization; receptor liganded with 1 µM T3. actives 0.065% (n = 280,000). Thyroid hormone receptor beta (Homo sapiens), P10828;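 further: plate controls were bound peptide for no effect and peptide without receptor for full effect; nearly all actives have a fitted effect of over 50% in size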
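Assay buffer: 20 mM Tris-HCl, 100 mM NaCl, 10% glycerol, 1 mM EDTA, 0.01% NP-40, 1 mM DTT, 1 uM T3, 5% DMSO; TRb LBD 0.6 uM, Texas Red SRC2 20 nM; FP after 5 hr.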
HTT cytoprotect: qHTS Multiplex Assay to Identify Dual Action Probes in a Cell Model of Huntington: Cytoprotection (ATP); actives 0.14% (n = 230,000); PC12 HTT-Q103 induced, cytoprotection, ATP luminescence, 40 h; Potency, µM (titrated, usually from 56.4 µM), for the others: cytoprotection (ATP increase), hits mostly activators;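 further: % of control where 0% means no effect; nearly all actives have a fitted effect of over 45% in size; toxic huntingtin expression switched on by the ecdysone agonist tebufenozide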
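Cells were plated at 1500 per well in phenol red-free DMEM with 5% equine and 5% calf serum. Tebufenozide (100 nM final) and compounds were added, then ATPlite reagent, and luminescence was read.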
Tau FP inhib: qHTS for Inhibitors of Tau Fibril Formation, Fluorescence Polarization; Potency, µM (series often up to 57.7 µM), inactives show at the top dose activity, negative = inhibition, actives largely listed as inhibitors; K18 P301L tau heparin fibrillization, Alexa594 FP, 6 h; actives 0.39% (n = 280,000); further: on the % scale 0 is the no-effect control and ±100 the full control effect; nearly all actives have a fitted effect of over 55% in size
Target sequence (P10636 561-689 P618L limits assumed): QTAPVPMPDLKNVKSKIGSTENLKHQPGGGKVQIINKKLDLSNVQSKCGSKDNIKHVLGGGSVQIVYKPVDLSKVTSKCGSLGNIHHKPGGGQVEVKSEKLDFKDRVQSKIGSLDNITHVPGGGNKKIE
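Human tau K18 […] P301L fragment, 15 uM unlabeled plus 0.24 uM Alexa 594-labeled tau (final), with compound and 20 uM heparin in 100 mM sodium acetate pH 7; 6 hr at 37 C, then Alexa 594 FP read.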
Tau ThT inhib: qHTS for Inhibitors of Tau Fibril Formation, Thioflavin T Binding; recombinant tau K18 P301L (four-repeat tau fragment), heparin-induced fibrillization, ThT fluorescence; Microtubule-associated protein tau (Homo sapiens), P10636; Potency, µM (top dose mostly 57.4 µM), for inactives: top-dose activity, negative = inhibition, actives largely listed as inhibitors; actives 2.1% (n = 270,000); AID 1460, 2008; further: on the % scale 0 is the no-effect control and ±100 the full control effect; nearly all actives have a fitted effect of over 55% in size
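Heparin-induced (20 uM) aggregation of recombinant human K18 P301L tau, 15 uM unlabeled with 0.24 uM labeled, pH 7 acetate buffer, 6 hr at 37 C with compound. Fibrils quantified by 30 uM ThT fluorescence after 1 hr ambient incubation.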
* = called active by the depositor; i = inactive; ? = inconclusive; . = not tested or not shown; & = joins results of further samples; [ ] = remark or other dose. Unless noted, the call rests on the fitted dose curve; in most records, active means well fitted curve in the direction sought with a large enough effect; inconclusive means small, poorly fitted or top-dose-only effect, or another doubt; inactive means no such curve, though single readings can be large; an effect the other way counts as inactive or inconclusive. Potency means the concentration at half of the fitted maximal effect.

canonical_smiles	RECQ1 inh	HTT cytoprotect	Tau FP inhib	L3MBTL1 inh	Tau ThT inhib	Tau fluor cs	TR SRC2 fluor cs	TRb-SRC2 inh
CO/N=C/c1ccc(N2CCN(C(=O)c3ccc(C)cc3)CC2)c([N+](=O)[O-])c1	-14%	-11%	-1%	-16%	?	-13%	-3%	1%
C=CCNC(=S)Nc1cc(S(=O)(=O)N2CCOCC2)ccc1-n1cncn1	-8%	16%[10 µM]	-2%	4%	-7%	-11%	?	-7%
COc1cc2c(cc1NC(=O)C(C)Oc1ccc(Cl)cc1Cl)oc1ccccc12 (configuration not stated)	.	.	?	.	-25%	-16%	1%	-3%
C=CC[N+](C)(C)CC(=O)OCc1ccccc1	-4%	-12%[10 µM]	2%	5%	1%	9%	-2%	13%
Cc1ccc(C2C(C(=O)c3ccco3)=C(O)C(=O)N2c2ncccn2)cc1 (configuration not stated)	i	10%[10 µM]	0%	-4%	-13%	-10%	-3%	-1%
CCOC(=O)C1Cn2c(nc3c(c2=O)C(C)(CC)Cc2ccccc2-3)S1 (configuration not stated)	-3%	-1%	-1%	.	-13%	-15%	-1%	-2%
CC1(C)CC(=O)C(N=Nc2c(F)cccc2F)=C(O)C1	-9%	8%[10 µM]	4%	0%	-10%	-8%	0%	-5%
CCOC(=O)c1[nH]c(C)c(C(=O)NCC2CCCO2)c1C (configuration not stated)	0%	6%	5%	7%	1%	6%	-7%	-2%
COc1ccc(CCNC(=O)c2ccco2)cc1OC	i	-10%[10 µM]	-3%	-3%	-7%	-10%	0%[53 µM]	-2%[53 µM]
Cc1ccc(CN(C(=O)COc2ccccc2[N+](=O)[O-])c2ccccn2)cc1	.	.	5%	.	14%	0%	-14%	1%
CCC(=O)Nc1cc(C)c(NC(=O)c2ccco2)cn1	-1%	6%	1%	-2%	-11%	4%	0%	0%
Cc1ccc(SCc2c(C#N)c3ccccc3n2C)cc1	-8%	17%[10 µM]	-18%	41%[activator]	-7%	-30%	1%	6%
CCOC(=O)C1CCN(C(=O)c2ccc3c(c2)sc2nc(-c4ccccc4)cn23)CC1	.	.	-5%	.	5%	-3%	-3%	-1%
CC(=O)c1ccc(NC(=O)C2(c3ccccc3)CC2(Cl)Cl)cc1 (configuration not stated)	i	1%[10 µM]	-13%	0%	?	?	-2%	0%
CCC(=O)Nc1ccccc1C(=O)NC1CCCCC1	-2%	-2%[10 µM]	5%	.	-3%	-3%	-6%	-4%
COC(=O)CCN(C(=O)c1ccc(N2CCCC2)c([N+](=O)[O-])c1)c1ccccn1	-15%	-15%[10 µM]	-2%	-11%	-11%	-12%	-3%	-7%
O=C(CC1SC(=NCC2CCCO2)NC1=O)Nc1cccc2ccccc12 (configuration not stated)	-5%	14%[10 µM]	7%	1%	8%	6%	0%	0%
Nc1ccc2c(C(F)(F)F)cc(C(F)(F)F)nc2n1	2%	-35%	-2%	7%	-3%	0%	-2%	1%
Clc1ccc(CNc2cnccn2)cc1	-1%	-45%	13%	.	3%	7%	-1%	0%
CCc1nn2c(N(C)CCO)cc(C)nc2c1-c1ccc(F)cc1	-23%	-6%[10 µM]	9%	18%	-13%	-28%	-3%	2%

Individual results from the entries so far:
Clc1ccc(CNc2cnccn2)cc1 – TR SRC2 fluor cs = -1%
CCOC(=O)C1Cn2c(nc3c(c2=O)C(C)(CC)Cc2ccccc2-3)S1 (configuration not stated) – TRb-SRC2 inh = -2%

Going on with the list.
canonical_smiles	RECQ1 inh	HTT cytoprotect	Tau FP inhib	L3MBTL1 inh	Tau ThT inhib	Tau fluor cs	TR SRC2 fluor cs	TRb-SRC2 inh
CC(=O)NCC12CC3CC(C1)CC(C(=O)O)(C3)C2	7%	-6%	-5%	-4%	-12%	-8%	3%	-7%
COc1ccc(Oc2cccc(Cl)c2CNC(=O)CCCC(=O)O)cc1	0%	-17%[10 µM]	-12%	-1%	-13%	-20%	-2%	1%
COC(=O)c1cc(S(=O)(=O)NC2CCN(Cc3ccccc3)CC2)cn1C	14%	1%[10 µM]	3%	-4%	-7%	-9%	2%	7%
Cn1nc([N+](=O)[O-])nc1Oc1ccccc1N	-6%	-14%	3%	.	?	-11%	-1%	-7%
CC[n+]1c(-c2ccc(C)cc2)csc1Nc1c(C)n(C)n(-c2ccccc2)c1=O	-7%	-1%[10 µM]	0%	-8%	-11%	-9%	2%	-3%
CC(C)OC(=O)c1nnn(-c2nonc2N)c1CSc1ccccn1	5%	-23%	-3%	-6%	-14%	-12%	2%	-3%
CCC1(C)NC(=O)N(CC(=O)N2N=C(c3ccccc3)CC2c2ccc(OC)cc2)C1=O (configuration not stated)	-5%	19%[10 µM]	1%	-1%	-9%	-8%	-3%	-4%
CCCCCCn1c(CN2CCN(C(=O)c3ccco3)CC2)nc2c1c(=O)n(C)c(=O)n2C	i	5%	13%	-7%	-9%	0%	-7%	0%
O=S(=O)(c1ccc(C2=CSC3=NCCN23)cc1)N1CCOCC1	7%	-4%	-14%	0%	-15%	-4%	-3%	-23%
COc1ccc(N(CC(=O)Nc2cccc(C(C)=O)c2)S(=O)(=O)c2ccccc2)c(OC)c1	.	.	-9%	.	-11%	?	-20%	2%
Cc1ccc(C(=O)NCCc2cccc(Cl)c2)cc1[N+](=O)[O-]	-3%	3%[10 µM]	5%	-1%	-10%	-9%	-1%	3%
CN1CCN(C(=O)CCN2C(=O)/C(=C/c3ccccc3Cl)SC2=S)CC1	-26%	-1%[10 µM]	11%	-25%	?	-15%	1%[53 µM]	4%[53 µM]
COc1ccc(OC)c(C2C(C(=O)c3cccs3)=C(O)C(=O)N2CCN(C)C)c1 (configuration not stated)	i	-4%	6%	2%	-6%	2%	3%	3%
CCc1ccc(NC(=O)CCNS(=O)(=O)c2cccc3nsnc23)cc1	i	14%	0%	.	-9%	-16%	-4%	1%
Cc1cc2ccccc2n1CCNCc1c(C(=O)N2CCOCC2)nc2ccccn12	2%	0%[10 µM]	-7%	?	-17%	-15%	0%	-8%
Cc1cccc(C2N=C(N)Nc3nc4ccccc4n32)c1 (configuration not stated)	-8%	-2%[10 µM]	9%&0%	-4%	6%&-8%	-2%&-17%	-4%	-2%
Cc1ccc(Nc2nc(OC(C(F)(F)F)C(F)(F)F)nc(N3CCOCC3)n2)cc1	-1%	17%	?	8%	7%	4%	-1%	-7%
COc1ccc(C2c3c(ncn(CCCO)c3=N)Oc3ccc4ccccc4c32)cc1 (configuration not stated)	-5%	-31%[10 µM]	1%	-29%	2%	-4%	-3%	-6%
Cc1cccn2c(=O)c3cc(C(=O)NCCc4ccc(S(N)(=O)=O)cc4)n(C)c3nc12	.	.	?	.	-6%	-6%	?	0%
COc1ccc(CS(=O)c2nc(C)cc(C)c2S(C)(=O)=O)cc1 (configuration not stated)	-2%	2%[10 µM]	3%	10%	0%	8%	-5%	-5%
O=C(N/N=C\c1cc(Cl)ccc1O)c1ccc(S(=O)(=O)N2CCCCC2)cc1	-4%	-25%[10 µM]	-3%	-8%	4%	-22%	0%	-8%
CCc1ccc(CN2C(=O)c3ccccc3C2C(=O)NCCc2ccc(OC)c(OC)c2)cc1 (configuration not stated)	.	.	5%	.	6%	3%	-1%	-3%
Cc1cc(C)nc(CC(N)=O)n1	-1%	-11%	3%	-8%	-3%	-1%	-4%	3%
COc1ccc(/C=N/NC(=O)CCSc2nc3ccccc3s2)cc1OC	-3%	1%[10 µM]	-7%	-12%	-17%	-30%	-2%	-4%
CC(=O)NS(=O)(=O)c1ccc(NC(=O)c2cc(-c3ccc(C)cc3)nc3ccccc23)cc1	4%	-27%[10 µM]	6%	-2%	5%	0%	0%	13%
CCCCNC(=O)c1ccccc1C(=O)NCCCC	2%	-18%[0.074 µM]	-2%	11%	-5%	-7%	0%	-1%
CCCCNC(NCCCC)=C(S(=O)(=O)CC)S(=O)(=O)CC	i	-8%	0%	.	-3%	-4%	1%	8%
Cc1ccc(S(=O)(=O)N2CCOCC2)cc1NC(=O)CN1CCC(Cc2ccccc2)CC1	i	-31%	-3%	-11%	?	-13%	1%	6%
O=C(Nc1nc2ccccc2[nH]1)c1ccccc1[N+](=O)[O-]	-2%	5%[10 µM]	10%	-2%	-2%	5%	-1%	0%
CCO/C([O-])=N/c1sn[n+](C)c1C	0%	3%[10 µM]	-6%	3%	-13%	-15%	0%	0%

Gathered by group, those above with a COOH group (2)
canonical_smiles	RECQ1 inh	HTT cytoprotect	Tau FP inhib	L3MBTL1 inh	Tau ThT inhib	Tau fluor cs	TR SRC2 fluor cs	TRb-SRC2 inh
CC(=O)NCC12CC3CC(C1)CC(C(=O)O)(C3)C2	7%	-6%	-5%	-4%	-12%	-8%	3%	-7%
COc1ccc(Oc2cccc(Cl)c2CNC(=O)CCCC(=O)O)cc1	0%	-17%[10 µM]	-12%	-1%	-13%	-20%	-2%	1%

Only part of the results is shown. The share of hits here may be higher or lower than overall.
